# NOD1 inhibition: NOD1 signaling inhibitors, primary screen, cell-based, luminescence, uHTS (AID 1578) | NOD1-driven NF-kB luciferase reporter cells, luminescence; higher % means a stronger effect | inhibition, % at 4 µM; hits with a dose series show EC50 in µM | 290,000 compounds, 1% hits; in the data active = inhibition mostly above about 36%, no sharp cut-off; inactive = mostly below about 34%;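 note: HEK-293T reporter cells stimulated with the NOD1 agonist gamma-tri-DAP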
# GPR55 antagonists: GPR55 antagonists blocking LPI-driven arrestin recruitment, primary screen, imaging, U2OS, beta-arrestin-GFP, LPI agonist (AID 2013); U2OS GPR55 beta-arrestin-GFP translocation imaging, LPI antagonism; higher % means a stronger effect; inhibition, % at 10 µM; hits with a dose series show IC50 in µM; 290,000 compounds, 0.13% hits;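 active = spots per cell inhibited over 60%, with over 100 cells counted and total cytoplasm intensity under 500,000; inconclusive = wells with under 100 cells, flagged as likely toxic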;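 note: U2OS cells stably carrying GPR55 and arrestin-GFP stimulated by 5 µM LPI near EC80; imaged beta-arrestin-GFP aggregate spots per cell after agonist stimulation; plate controls were LPI-stimulated DMSO wells for no effect and DMSO wells without LPI for full effect; some results filed as inactive read as strong as hits; confirmed hits need IC50 under 10 µM and bright autofluorescent wells are also inconclusive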
# KOR beta-arrestin-1: KOR agonists, beta-arrestin recruitment, primary screen, cell-based, luminescence, uHTS (AID 1777) | one-dose activation, % at 10 µM; EC50 in µM for titrated hits | KOR beta-arrestin recruitment, luminescence; higher % means a stronger effect | 280,000 compounds, 0.02% hits; in the data active = activation above about 50%, passing the limit was not always enough; note: a part of the inactive calls stands beside numbers as strong as those of hits
# HIV fusion peptide: cell-free HIV fusion peptide-binding blockers – biochemical, uHTS, fluorescence dequenching, primary screen (AID 1986) | cell-free peptide binding, fluorescence dequenching, 30 min; higher % means a stronger effect | one-dose inhibition, % at 20 µM; IC50 in µM for titrated hits | 290,000 compounds, 0.3% hits; in the data active = inhibition mostly above about 52%, no sharp cut-off; inactive = mostly below about 76%; note: some results filed as inactive read as strong as hits
# GPR55 beta-arrestin: GPR55 agonists via beta-arrestin recruitment, primary screen, imaging, U2OS cells, beta-arrestin-GFP redistribution (AID 1961) | U2OS GPR55 beta-arrestin-GFP redistribution imaging; higher % means a stronger effect | activation, % at 10 µM; hits with a dose series show EC50 in µM | 290,000 compounds, 0.048% hits;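 active = activation above 40% with more than 50 cells counted in the well; inconclusive = wells holding fewer than 50 cells, flagged as toxic or sparse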;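 note: U2OS osteosarcoma cells stably expressing GPR55 and beta-arrestin-GFP; plate controls were DMSO negative control for no effect and LPI positive control for full effect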
# GPR35 arrestin U2OS: inhibition of zaprinast-stimulated GPR35 beta-arrestin translocation – imaging, U2OS, beta-arrestin-GFP, zaprinast agonist, primary screen (AID 2058) | inhibition, % at 10 µM; hits with a dose series show IC50 in µM | U2OS GPR35 beta-arrestin-GFP translocation imaging, zaprinast antagonism; higher % means a stronger effect | 290,000 compounds, 0.052% hits;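 active = inhibition of at least 50% with at least 30 cells and total cytoplasm GFP at most 10,000,000; inconclusive = under 30 cells or total GFP of 10,000,000 plus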
# KOR beta-arrestin-2: kappa opioid receptor blockers – cell-based, luminescence, uHTS (AID 1778); KOR beta-arrestin recruitment, luminescence, antagonist mode; higher % means a stronger effect; inhibition, % at 10 µM, or IC50 in µM where a hit was titrated; 290,000 compounds, 0.091% hits; in the data active = inhibition above about 50%; note: strong numbers were not always called active
# West Nile virus CPE: West Nile virus antiviral activity, cell-based, CPE readout (AID 1621); West Nile virus-infected cells, CPE inhibition; higher % means a stronger effect; one-dose CPE inhibition, % at 10 µM; IC50 in µM for titrated hits; 290,000 compounds, 0.02% hits; in the data active = a potency from the dose series; inconclusive = CPE inhibition mostly from about 3.7% at the one dose, without a potency; inactive = the rest, 99 in 100 with CPE inhibition below about 2.2%; note: strong numbers were not always called active
# NS5 inhibitors: Dengue-2 NS5 methyltransferase inhibitors, primary screen, biochemical, confirmation dose response (AID 588689) | 340,000 compounds, 0.3% hits | one-dose inhibition, % at 25 µM; IC50 in µM for titrated hits | Dengue-2 NS5 methyltransferase capping enzyme assay, biochemical; higher % means a stronger effect; in the data active = a potency from the dose series; inconclusive = inhibition above about 29% without an active follow-up result
# NS5 inhibitors pilot replicate: recorded beside NS5 inhibitors, whose call it bears; inhibition, %; measured here: pilot screen replicate inhibition
# Starred values were filed as active, the others as inactive; ? = inconclusive; nt = not tested or not shown; [ ] = dose if it differs, or a comment. The list is partial (hit frequency here may not be typical).
SMILES,NOD1 inhibition,GPR55 antagonists,KOR beta-arrestin-1,HIV fusion peptide,GPR55 beta-arrestin,GPR35 arrestin U2OS,KOR beta-arrestin-2,West Nile virus CPE,NS5 inhibitors,others
CCOC(=O)c1ccc(N2C(=O)CC(Sc3nnc(C)s3)C2=O)cc1 (centres undefined),-26.7%,8.6%,1.8%,-3.0%,0.0%,-1.8%,11.7%,0.2%,-23.4%,
Cc1cc(Br)ccc1SCC(=O)N1CCN(S(=O)(=O)c2ccccc2)CC1,-35.2%,5.9%,-2.7%,-0.8%,0.0%,-5.3%,12.3%,-0.9%,-2.6%,
OCCNC(=S)Nc1cccc(Cl)c1Cl,-2.8%,7.8%,5.2%,-0.5%,-0.1%,0.4%,-13.4%,0.7%,-6.3%,
O=S(=O)(Nc1ccc(N2CCCCC2)cc1)c1ccc(F)cc1F,-12.5%,-5.0%,2.9%,-3.7%,0.2%,4.1%,30.2%,1.0%,nt,
O=C(CNC1CCCCCC1)Nc1ccccc1N1CCCCC1,1.2%,-4.5%,3.8%,0.7%,0.3%,1.7%,-33.8%,-0.5%,1.6%,
O=C(c1cc2nc(C3CC3)cc(C(F)(F)F)n2n1)N1CCCC1,-28.9%,5.2%,-0.5%,-0.2%,-0.1%,-14.1%,-5.4%,0.2%,-7.5%,
O=C(CCCN1C(=O)/C(=C/c2ccc(F)cc2)SC1=S)NCCCn1ccnc1,-6.8%,10.4%,-7.9%,-2.0%,0.3%,-14.4%,-22.4%,2.0%,-8.8%,
Cc1ccc2c(COC(=O)c3ccccc3F)cc(=O)oc2c1,-79.4%,-6.6%,-2.3%,0.4%,-0.1%,-10.9%,-3.8%,-0.1%,-4.0%,
O=S(=O)(N/N=C/c1ccc2c(c1)OCO2)c1ccc(Br)cc1,-18.7%,-15.0%,0.3%,-0.5%,0.0%,-1.3%,0.7%,0.1%,-3.2%,
CCCN(Cc1ccc(N(CC)CC)cc1)CC1CC1,6.9%,24.2%,-3.7%,1.6%,-0.1%,0.0%,27.1%,-0.2%,-1.4%,
COc1ccc(COc2ccc(S(=O)(=O)N3CCCC3)cc2C(N)=O)cc1F,-22.7%,-4.2%,1.4%,-0.7%,-0.1%,0.7%,-21.3%,-0.4%,-7.3%,
Cn1c(CNC(=O)c2ccco2)nnc1SCC(=O)N1c2ccccc2Sc2ccccc21,-17.7%,-3.5%,5.4%,-3.8%,-0.1%,-0.8%,9.9%,0.0%,-3.5%,
CC(NC(=O)c1cc(COc2ccc3ncccc3c2)on1)c1ccc(F)cc1 (centres undefined),7.2%,-14.5%,3.2%,-1.1%,0.0%,13.7%,-8.8%,-0.8%,9.8%,
COc1ccc(Cl)cc1NC(=O)c1[nH]nc(OC)c1[N+](=O)[O-],-33.8%,2.7%,-4.4%,-1.1%,-0.1%,-2.9%,-39.2%[20 µM],-1.4%,-8.0%,
NC(=O)CNC(=O)[C@@H]1CC2(CC(c3ccccc3)=NO2)CN1C(=O)c1ccc(Br)cc1 (some centres undefined),6.5%,5.3%,2.7%,-1.3%,-0.1%,1.8%,22.8%,0.2%,-3.3%,
Cc1ccc(NC(=O)CNC(=O)c2ccco2)cc1Cl,-23.8%,0.8%,-7.4%,0.8%,-0.2%,12.5%,-3.0%,0.1%,3.4%,
O=C(Nc1ccc(F)cc1)/C(Cl)=C/c1ccccc1,-39.4%,5.4%,0.2%,-0.5%,0.2%,-23.5%,-1.1%,0.1%,-10.2%,
Cc1nnc(NC(=O)c2cc3ccccc3o2)s1,-67.8%,3.1%,3.0%,-0.6%,-0.2%,-19.6%,11.2%,-0.3%,-5.0%,
CCOc1ccc(S(=O)(=O)N(CC)CC(=O)NCc2ccccn2)cc1C,-6.7%,1.3%,-0.3%,0.3%,-0.2%,-0.1%,-3.4%,-1.1%,-1.7%,
CCOc1ccc(CNC(=O)CCCn2nc(CC)n3c(cc4occc43)c2=O)cc1,13.9%,-7.3%,2.2%,0.3%,0.5%,0.7%,-20.9%,1.0%,-4.4%,
COc1cccc(CN2CCCC(C(=O)c3ccc4c(c3)OCO4)C2)c1O (centres undefined),-27.5%,1.5%,-1.4%,-0.4%,0.5%,-7.5%,-1.0%,-1.2%,3.1%,
CCOC(=O)C1CCCN(Cc2cc(=O)oc3cc(C)ccc23)C1 (centres undefined),-25.3%,13.4%,2.5%,0.0%,0.2%,-9.9%,14.1%,-0.6%,2.9%,
Cc1cc(NC(=O)COC(=O)C2CC(=O)N(c3ccccc3)C2)no1 (centres undefined),-14.9%,-12.9%,4.0%,1.3%,-0.1%,-1.0%,-23.2%,0.8%,1.8%,
CC(C)C(C(=O)NCC1CCCO1)N(CC1CCCO1)C(=O)CNS(=O)(=O)c1ccccc1 (centres undefined),-5.1%,-0.9%,-2.4%,0.7%,-0.1%,2.9%,-64.0%,-0.1%,9.1%,
O=C(N/N=C/c1ccc2c(c1)OCO2)c1cc(-c2ccncc2)nc2ccccc12,-12.3%,-13.2%,2.4%,-2.1%,-0.2%,3.6%,-87.4%,-0.8%,-6.5%,
Cc1cc(C(F)(F)F)nn2cnnc12,-38.7%,6.4%,-1.1%,-0.2%,-0.2%,8.0%,19.4%,0.1%,0.0%,
O=C(CSc1ccc2nnc(CCNC(=O)c3ccccc3)n2n1)Nc1ccccc1,15.1%,3.3%,-4.0%,-2.2%,-0.6%,-4.1%,-11.2%,0.3%,-8.2%,
c1ccc(-n2ncc3c(N4CCCC4)ncnc32)cc1,-11.6%,-8.5%,-0.2%,0.8%,-0.3%,-10.5%,38.2%,-0.8%,-5.5%,
CNC(=O)NC(=O)CSc1nc(-c2cccs2)c(C#N)c(=O)[nH]1,-60.6%,-3.2%,-2.2%,-0.6%,-0.1%,23.2%,-8.8%,0.2%,0.7%,
Cc1c(NC(=O)CN2CCCc3ccccc32)c(=O)n(-c2ccccc2)n1C,13.5%,1.7%,-8.8%,7.8%,-0.3%,5.0%,-4.1%,0.0%,1.4%,
O=C1N/C(=N\N=C\c2ccc3ncccc3c2)SC1Cc1ccc(SC(F)F)cc1 (centres undefined),-44.0%,-8.8%,2.0%,0.3%,-0.1%,-15.7%,-1.3%,2.1%,-4.1%,
CC1(C)OC(=O)C(=CNc2cccc(O)c2)C(=O)O1,32.8%,11.6%,-2.3%,2.5%,-0.1%,5.2%,13.5%,-0.1%,-6.1%,
COc1ccc(/C=C2/SC(=O)N(CCC(=O)Nc3ccc(S(=O)(=O)Nc4nccs4)cc3)C2=O)cc1,-8.0%,-2.4%,-3.8%,-2.0%,-0.6%,-10.1%,25.2%,?,-5.1%,
COc1ccc(C2CC(C(F)(F)F)n3nc(C(=O)O)c(Cl)c3N2)cc1OC (centres undefined),-3.3%,-6.6%,-1.5%,-1.8%,-0.3%,-6.8%,-4.7%,0.1%,-6.2%,
CCCCCNC(=O)CSC1=N/C(=C\c2ccc(Cl)c(Cl)c2)C(=O)N1CC,4.5%,-2.2%,-6.9%,-0.5%,0.0%,-9.8%,-23.9%,-0.6%,-4.9%,
CCN(c1ccc(OC)cc1)S(=O)(=O)c1nnc(NC(=O)COc2ccccc2)s1,-12.2%,17.7%,-0.7%,14.8%,0.2%,50.7%,4.7%,0.3%,3.6%,
Cc1ccc(C)c(NC2=NC3(CCCCC3)N=C(N)N2)c1,-0.7%,4.3%,8.6%,4.6%,0.1%,-1.2%,7.8%,0.4%,1.9%,NS5 inhibitors pilot replicate=-5.2
CC(=O)OCc1c(C(F)(F)F)nn(C)c1Oc1cccc(C(F)(F)F)c1,-1.5%,10.1%,-1.1%,-1.6%,-0.1%,7.6%,10.8%,1.2%,4.1%,NS5 inhibitors pilot replicate=2.4
CCCCC(=O)Nc1cccc(NC(=O)c2ccc(Br)o2)c1,-5.7%,-3.9%,-2.2%,-1.2%,-0.1%,22.9%,-9.6%,-0.2%,1.4%,
CC(=O)OC(C#CCN1CCOCC1)c1ccccc1 (centres undefined),-18.5%,4.3%,-4.8%,1.1%,-0.4%,13.0%,-2.6%,0.7%,-8.2%,NS5 inhibitors pilot replicate=3.6
CCOC(=O)C1=C(CS(=O)(=O)c2ccc(C)cc2)NC(=O)NC1c1cc(OC)c(O)c(OC)c1 (centres undefined),1.4%,8.4%,3.5%,-1.6%,-0.1%,-4.3%,-2.9%,0.0%,2.0%,
O=C(CN1CCOCC1)Nc1nc2ccc(Cl)cc2s1,-31.4%,10.1%,-0.2%,1.8%,-0.1%,11.4%,-2.6%,-1.0%,nt,
CC(C)NS(=O)(=O)c1ccc(CCC(=O)NCc2ccco2)cc1,-12.3%,1.3%,-5.8%,-1.5%,-0.1%,-14.4%,4.3%,-0.5%,-3.2%,
Cc1nnc(N/N=C/c2c(Cl)cccc2Cl)n1N,-9.3%,1.3%,-1.3%,-1.9%,-0.1%,5.0%,-25.7%[20 µM],-0.1%,4.4%,
Cc1c(CCO)c(=O)n(-c2ccccc2)n1S(=O)(=O)c1ccc(Cl)cc1,-16.7%,7.7%,5.1%,-0.6%,-0.2%,-7.8%,-33.9%,-0.3%,5.9%,
C/C=C/c1ccc(Oc2nnnn2-c2ccc(C(N)=O)cc2)c(OC)c1,-12.7%,-3.7%,0.5%,-0.9%,-0.2%,-4.0%,21.6%,0.1%,-1.4%,
Cc1[nH]n(-c2ncc(-c3ccccc3)s2)c(=O)c1C(c1ccc(Br)cc1)C(C#N)C#N (centres undefined),32.7%,24.7%,-0.7%,57.3%,0.7%,11.4%,-43.6%,0.0%,22.3µM*,
O=C(CSc1nc(-c2ccco2)cc(C(F)(F)F)n1)Nc1cccnc1,19.8%,3.0%,-0.8%,1.9%,0.3%,-8.6%,-2.5%,-0.9%,-5.5%,
CCN(CC)C(=O)Cn1cc(S(=O)(=O)CC(=O)NCc2ccc(C)cc2)c2ccccc21,-32.4%,1.4%,5.5%,0.8%,-0.1%,4.4%,-12.1%,-0.8%,-6.5%,
C=CCN1CCN(C(=O)CCc2ccccc2)CC1,-12.2%,10.3%,-4.0%,0.3%,-0.1%,5.1%,-18.0%,0.1%,1.5%,
Cc1nn(-c2ccccc2)c(N)c1C(O)(C(F)(F)F)C(F)(F)F,-23.1%,17.7%,-4.7%,0.4%,-0.4%,6.1%,-8.8%,-0.3%,2.6%,
COc1ccc(C2N(C(=O)N(C)C)CCN2S(=O)(=O)c2ccc(OC)cc2)cc1 (centres undefined),-18.0%,12.4%,-4.2%,-1.4%,0.2%,4.8%,-19.0%,-0.7%,4.1%,
Oc1ccccc1-c1nc2cnccn2c1Nc1ccc2c(c1)OCCO2,6.0%,-19.7%,-8.0%,-3.9%,-0.1%,5.1%,14.9%,-0.2%,-2.1%,
